CASP6 VEID inh: caspase-6 (human) enzyme inhibition | P55212 | purified caspase-6, Z-VEID-R110 cleavage fluorescence | inhibition, % at 12.5 µM | actives 0.53% (n = 350,000) | AID 686996;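 active = mean inhibition across replicates at least about 35%, with every replicate also reaching that limit, limit read from the data; inconclusive = only one of the two criteria met; inactive = neither criterion met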;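 also: 0% = median of neutral control wells and 100% = no fluorescence left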
Target sequence (P55212 24-179 limits assumed): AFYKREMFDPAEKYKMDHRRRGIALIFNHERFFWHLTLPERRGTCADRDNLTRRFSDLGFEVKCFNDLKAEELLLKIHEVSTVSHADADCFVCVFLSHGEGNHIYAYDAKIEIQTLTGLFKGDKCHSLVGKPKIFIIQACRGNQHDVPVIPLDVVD
Target sequence (P55212 194-293 limits assumed): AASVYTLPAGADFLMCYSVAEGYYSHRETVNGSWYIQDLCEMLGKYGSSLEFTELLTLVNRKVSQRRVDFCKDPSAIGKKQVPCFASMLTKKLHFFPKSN
miR-122 sensor: blocks miR-122 activity in Huh7 sensor cells | activation (reporter increase), % at 12.5 µM | actives 0.3% (n = 340,000) | AID 602342 | Huh7 miR-122 Renilla luciferase sensor, 48 h; neutral wells = 0, positive control = 100;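 active = mean replicate activation score at least 90 and every replicate individually at or above 90; inconclusive = only one of the two criteria met; inactive = neither criterion met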;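 also: higher luciferase means less miR-122 activity so hits act as miR-122 inhibitors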
ERp5 inh: ERp5 (human) disulfide isomerase inhibition; Q15084; ERp5 insulin aggregation, absorbance 650 nm, 90 min; inhibition, % at 9.99 µM; actives 0.05% (n = 350,000);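 active = mean replicate inhibition above about 25%, with every replicate also reaching it, limit read from the data, passing the limit was not always enough; inconclusive = only one of those two criteria met; inactive = neither criterion met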
Target sequence (Q15084 whole entry, looked up): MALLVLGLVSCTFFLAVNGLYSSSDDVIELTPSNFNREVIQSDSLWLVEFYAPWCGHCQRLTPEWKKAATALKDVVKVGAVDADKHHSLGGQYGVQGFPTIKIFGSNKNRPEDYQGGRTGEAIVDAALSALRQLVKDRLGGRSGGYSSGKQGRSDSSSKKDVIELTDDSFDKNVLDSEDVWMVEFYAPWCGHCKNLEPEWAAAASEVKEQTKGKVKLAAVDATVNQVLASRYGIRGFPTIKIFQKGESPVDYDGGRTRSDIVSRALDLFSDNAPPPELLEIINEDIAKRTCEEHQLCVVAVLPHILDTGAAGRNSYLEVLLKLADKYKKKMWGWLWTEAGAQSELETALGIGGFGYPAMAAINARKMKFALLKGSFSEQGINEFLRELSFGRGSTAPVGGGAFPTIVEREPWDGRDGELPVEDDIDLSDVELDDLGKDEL
ERAP1 HTS inh: ERAP1 (human) enzyme inhibition; Q9NZ08; recombinant ERAP1, Leu-AMC fluorescence, 60 min; inhibition, % at 10.7 µM; actives 0.15% (n = 340,000); AID 652197;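 active = mean replicate inhibition of at least 30%, or all replicates individually reaching that 30% level; inactive = mean below 30% and not every replicate reaching it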;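 also: 0% = neutral control wells and 100% = L-leucinethiol positive control wells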
CFTR F508del cor: correctors of CFTR F508del function in bronchial epithelial cells; activity (quench increase), % at 7.58 µM; CFBE cells, YFP halide quenching; stimulated with forskolin plus potentiator P3; % fluorescence drop versus neutral controls; actives 0.36% (n = 350,000);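 active = mean added fluorescence quench of at least 8% versus neutral control, with both replicates also reaching 8%; inconclusive = only one of the mean or replicate conditions met; inactive = mean below 8% and not both replicates reaching 8%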;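 also: cells transiently co-express mutant CFTR-F508del with the halide-sensitive YFP; corrector assay measuring rescue of mutant channel to the surface after 24 h compound exposure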
SIRT5 block: blocks human SIRT5 desuccinylation of peptide. Q9NXA8. Purified SirT5, succinyl-peptide AMC, trypsin-coupled fluorescence. inhibition, % at 15 µM. actives 1.1% (n = 330,000). AID 652115; in the data active = inhibition above about 15%; inconclusive = no clear call, values can overlap the other calls
DENV2 CPE rescue: protects cells from dengue virus 2 cytopathic effect. actives 1.7% (n = 350,000). DENV2-infected cells, cytopathic effect rescue, plate reader. CPE inhibition, % at 9.99 µM; in the data active = CPE inhibition above about 20%, passing the limit was not always enough; inconclusive = no clear call, values can overlap the other calls; tested in BHK-21 cells;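 also: 0% = median of neutral control wells and 100% = median of positive control wells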
The depositor's hits bear a star; ? = inconclusive; / = no result given; & = joins results of further samples; [ ] = remark or other dose.

structure	CASP6 VEID inh	miR-122 sensor	ERp5 inh	ERAP1 HTS inh	CFTR F508del cor	SIRT5 block	DENV2 CPE rescue
N#C[C@@H]1[C@@H](c2ccccc2-c2ccccc2)[C@H](CO)N1C(=O)Cc1ccncc1	-4.0	/	-3.2	2.8	-0.5	-8.5	?
CCC1(CC)C(=O)C2=C3C1[C@H](C(=O)OC)C=C(C(=O)OC)C[C@H]3[C@H]1C(=O)N(CC(=O)OC)C(=O)[C@H]1[C@H]2C (stereo not given in full)	3.5	/	-7.6	-4.0	1.9	-7.1	?
C=CCn1c(SC(C)C(=O)c2c(N)n(C)c(=O)n(C)c2=O)nnc1-c1ccoc1C (stereo not given)	0.9	/	6.4	5.6	-5.3	-2.5	16.7
CS(=O)(=O)N(CC(=O)N1CCc2ccccc2C1)c1cccc(F)c1	0.5	-1.1	4.4	-0.3	-1.1	0.2	0.2
CN1CCN(S(=O)(=O)c2cccc(C(=O)N(C)CC(=O)Nc3ccc(F)c(F)c3F)c2)CC1	2.8	/	-1.7	99.0*	1.5	-3.6	5.9
C[C@H](CO)N1C[C@H](C)[C@H](CN(C)Cc2ccc(Oc3ccccc3)cc2)Oc2ccc(NC(=O)CCN3CCOCC3)cc2C1=O	-3.3	3.8[16.7 µM]	-4.6	-1.9	-0.2	3.7	4.6
CC(=O)Nc1ccc(N2C(=O)CSC2c2ccccc2[N+](=O)[O-])cc1 (stereo not given)	-2.6	-6.3	2.7	0.9	-2.2	/	-9.4
CCOC(=O)c1sc(NC(=O)COc2ccc3c(c2)OCO3)nc1C	-4.7	-3.9	2.7	1.2	0.9	-2.9	-1.1
Oc1ccc(C=NC2CCCCC2)cc1	-1.1	/	4.7	-1.9	6.0	2.3	3.3
Cc1cccc(NC(=O)COc2coc(CN3CCc4ccccc4C3)cc2=O)c1	4.3	-6.6	-3.3	2.6	-1.5	0.0	13.1
COc1ccc(N(CC(=O)N/N=C/c2cccnc2)S(=O)(=O)c2ccccc2)c(OC)c1	0.8	2.5	7.6	3.1	0.6	1.7	-8.8
Cc1coc2c1c(C)cc1oc(=O)c(CC(=O)N[C@@H](C)C(=O)O)c(C)c12	2.2	/	-6.7	1.8	-1.4	-17.9	1.1
CCCNC(=O)Nc1ccc2c(c1)C(=O)N(C)[C@H]1CC[C@@H](CC(=O)NCCCN(C)C)O[C@H]1CO2	-0.5	2.5[16.7 µM]	-4.8	-0.7	-2.7	-1.3	6.9
CC(C)Oc1ccc(CNC(=O)CCCN2C(=O)C(c3ccccc3)Oc3cccnc32)cc1 (stereo not given)	-0.8	-2.3	4.8	0.4	-3.8	2.9	-2.5
O=C(Nc1ccc(O)cc1)/C(=C\c1ccncc1)NC(=O)c1ccccc1	-0.2	-0.1	4.6	-1.8	2.0	-3.6	-0.9
COCC(C)NCc1cc(Br)ccc1OC (stereo not given)	-1.7	0.5	-5.0	-5.1	0.6	-5.1	?
Cc1ncoc1C(=O)NC1CCCc2c1cnn2-c1ccc(C(C)(C)C)cc1 (stereo not given)	1.0	/	4.6	3.1	-4.3	-2.5	-5.1
CCS(=O)(=O)N1CC2(C1)[C@H](c1ccccc1)[C@@H](CO)N2C(=O)C1CC1	-2.0	/	7.9	0.3	-1.0	-0.8	22.6*
CO[C@H]1CN(C)C(=O)c2cc(C#N)ccc2OCC[C@@H]2CC[C@@H](OC)[C@@H](CN(C)C(=O)[C@@H]1C)O2	2.7&10.3	/	20.0&2.4	-3.6&-3.8	/	-5.1&-0.6	1.5&1.7
C[C@H](CO)N1C[C@H](C)[C@@H](CN(C)C(=O)Nc2ccc3c(c2)OCO3)Oc2ncc(-c3ccccc3)cc2C1=O	0.8	7.0[16.7 µM]	-0.3	1.7	-1.1	-2.1	0.9
CCN(CC)S(=O)(=O)c1ccc2c(c1)N(CC(=O)NCCCN1CC(C)CC(C)C1)C(=O)CO2 (stereo not given)	-63.0	/	-3.8	1.0	0.3	3.7	?
Cc1cccc(C(=O)Oc2ccc3ccc(O)cc3c2)c1	-0.7	1.3	0.6	1.7	0.3	-0.3	1.4
CO[C@H]1CN(C)C(=O)c2cc(NC(=O)C3CC3)ccc2OC[C@@H](C)N(C)C[C@@H]1C	/	/	6.0	/	-2.1	-4.9	3.1
Cc1ccc(-c2ccc3c(c2)O[C@@H](CN(C)Cc2ccccn2)[C@H](C)CN([C@H](C)CO)S3(=O)=O)cc1	2.6	35.3[16.7 µM]	-1.1	-3.0	16.1*	9.5	0.4
C[C@@H]1CCCCO[C@H](CN(C)S(=O)(=O)c2ccc(F)cc2)[C@H](C)CN([C@@H](C)CO)C(=O)c2cc(NC(=O)C3CCCCC3)ccc2O1	-1.1	-3.2[16.7 µM]	0.0	3.1	-2.1	6.5	-4.9
Cc1cc(C(=O)COC(=O)c2ccc(N)c([N+](=O)[O-])c2)c(C)n1Cc1ccc2c(c1)OCO2	7.7	-9.0	0.4	/	-0.9	-7.3	0.7
CCNC(=O)c1cc2c(c(-c3cccc(-c4cccc(C(=O)N(C)C)c4)c3)n1)[C@@H](CCO)N([S@](=O)C(C)(C)C)C2	0.7	/	-3.9	-0.5	-0.4	0.7	2.8
COc1nccnc1NS(=O)(=O)c1ccc(NCc2ccccc2O)cc1	1.6	3.0	3.8	-8.0	-1.9	3.6	12.1
O=C(COc1ccc2ccccc2c1Br)N1CCN(c2ccccn2)CC1	-1.9	-2.4	-0.9	2.4	-1.6	8.4	-2.5
O=c1c(-c2ccc(Br)cc2)[n+]([O-])c2ccccc2n1OCc1ccccn1	8.1	8.1	2.6	5.8	-2.2	-4.2	0.4
CCC(=O)N1[C@H](C(=O)OC)[C@@H](CO)[C@@H]2Cn3c(ccc(-c4cccc(F)c4)c3=O)[C@@H]21	-0.2	-2.8[16.7 µM]	-6.2	4.4	0.2	-13.9	/
COC(C[C@H](O)[C@@H](C)[C@H](O)COCc1ccccc1)OC	0.9	-0.4	-1.2	-1.8	2.6	-5.1	?
O/N=C/c1nc2cc(Cl)ccc2o1	-1.8	/	4.8	1.0	1.1	0.5	1.4
O=S(=O)(NC[C@H]1N[C@H](CO)[C@@H]1c1ccccc1)c1ccccc1	-3.3	-7.1[16.7 µM]	6.5	1.6	-0.9	-0.8	-3.7
CCN(CC(=O)Nc1ccc2c(c1)OCCO2)C(=O)/C=C/c1cccc(OC)c1OC	-1.4	3.3	-1.3	-1.1	-0.2	0.8	-5.1
C[C@@H]1CCCCO[C@H](CN(C)S(=O)(=O)c2cccs2)[C@H](C)CN([C@@H](C)CO)C(=O)c2cc(NS(=O)(=O)c3ccccc3)ccc2O1	0.7	-6.2[16.7 µM]	0.7	-5.5	2.5	4.4	19.2
C[C@H]1CN([C@@H](C)CO)C(=O)c2cc(-c3ccccc3)cnc2O[C@@H]1CN(C)Cc1ccccc1	2.8	-2.8[16.7 µM]	-3.8	-1.3	0.3	1.8	19.5
COc1cccc(C(O)c2nc(-c3ccc(N(C)C)cc3)cs2)c1 (stereo not given)	0.8	-5.6	0.8	-0.7	1.3	-2.1	-11.2
CCOC(CCn1c(SCc2ccc([N+](=O)[O-])cc2)nc2ccccc2c1=O)OCC	-0.9	/	2.1	1.8	/	-4.3	-6.7
COc1ccc(CN2CC(=O)N3[C@H]4c5ccc(OC)cc5OC[C@@H]4[C@H](c4ccccc4)[C@]3(C)C2=O)cc1	-0.7	7.6	3.4	0.3	2.6	2.7	5.6
COc1ccc(-c2[nH]ncc2CN(C)C(C)c2ccncn2)c(F)c1 (stereo not given)	1.2	2.7	4.8	-2.9	-1.2	-1.1	-1.1
CCCn1c(=O)c(C(=O)NCc2ccc3c(c2)OCO3)c(O)c2ccccc21	-0.2	-16.0	-2.5	-1.0	-5.7	-1.9	-4.7
O=C(CCCc1nc2ccccc2s1)NCc1ccccc1F	2.2	/	-4.1	2.9	-2.8	-0.9	4.0
O=C(Nc1ccc(Br)cc1)C1C2C=CC3(O2)C1C(=O)N(CCN1CCOCC1)C3C(=O)NC1CCCCC1 (stereo not given)	3.7	6.1	-0.7	1.8	-1.7	-3.2	-2.2
CCOc1ccc(OCC(=O)OCC(=O)NCC2CCCO2)cc1 (stereo not given)	-2.3	-15.1	-3.0	0.9	-2.4	-15.4	7.9
C/C=C/c1ccc([C@@H]2[C@H](C#N)N(C(=O)NC3CCCC3)[C@H]2CO)cc1	-0.4	/	-9.6	-0.2	-1.2	/	?
O=C(Cn1nc2ccccc2n1)N/N=C/c1cc(Cl)cc([N+](=O)[O-])c1O	-4.3	-7.2	2.3	-3.5	-1.2	-2.9	/
CC(C)Oc1ccc(C(=O)Nc2ccc(S(=O)(=O)N3CCN(C)CC3)cc2)cc1	-1.2	12.5	1.8	4.4	-2.2	-3.6	15.4
COc1cccc(C(=O)NCCCNC(=O)c2ccccn2)c1	-1.8	/	-1.5	-2.8	0.9	-2.8	-0.9
Cn1c(CC(=O)c2ccc(Br)cc2)[n+](C)c2ccccc21	-0.2	/	0.6	7.3	-1.0	-3.8	3.3
C[C@H]1CN([C@@H](C)CO)C(=O)c2cccc(NC(=O)c3ccncc3)c2O[C@@H]1CN(C)S(=O)(=O)c1ccc(F)cc1	-1.3	-0.3[16.7 µM]	4.1	4.5	-1.3	1.1	?
Cc1ccc(S(=O)(=O)Nc2ccc3c(c2)C(=O)N([C@H](C)CO)C[C@H](C)[C@@H](CN(C)S(C)(=O)=O)OCCCC[C@@H](C)O3)cc1	1.8	5.3[16.7 µM]	0.1	-1.2	0.8	-0.3	19.6
O=C(NCCCN1CCOCC1)c1cc(-c2ccccc2F)no1	1.2	-10.0	-0.6	6.3	-2.8	-3.9	5.5
COc1cc(OC)nc(Nc2nc(C(N)Cc3ccc(Cl)cc3)cs2)n1 (stereo not given)	-7.0	-26.6	4.1	0.3	-3.1	/	-4.5
Cc1c(NC(=O)COC(=O)/C=C/c2cccc(F)c2)c(=O)n(-c2ccccc2)n1C	0.0	-5.3	1.9	-7.4	1.6	-1.6	-14.7
C[C@H](CO)N1C[C@H](C)[C@H](CN(C)S(=O)(=O)c2cccs2)Oc2c(NC(=O)c3cnccn3)cccc2C1=O	-2.1	12.8[16.7 µM]	-4.7	1.7	-0.1	0.4	4.2

Whole records, quoted from the list. Values in the order: CASP6 VEID inh	miR-122 sensor	ERp5 inh	ERAP1 HTS inh	CFTR F508del cor	SIRT5 block	DENV2 CPE rescue
`Cc1c(NC(=O)COC(=O)/C=C/c2cccc(F)c2)c(=O)n(-c2ccccc2)n1C` as listed: 0.0	-5.3	1.9	-7.4	1.6	-1.6	-14.7
`O=C(CCCc1nc2ccccc2s1)NCc1ccccc1F` as listed: 2.2	/	-4.1	2.9	-2.8	-0.9	4.0
